Compound activity deposited in PubChem by Broad Institute.
RAD54 branch – inhibitors of human RAD54 branch migration, primary screen, biochemical, fluorescence, single point; inhibition, % at 10.4 µM; DNA repair and recombination protein RAD54-like (Homo sapiens), Q92698; AID 602329, 2012; RAD54 Holliday junction branch migration, FAM/BHQ fluorescence; 360,000 compounds, 0.14% hits;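 active means mean normalized replicate activity at least 40 and at least half of replicates scoring 40 or more; inconclusive means only one of the two criteria met; inactive means mean below 40 and under half of replicates reaching 40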;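 further: 0% = median of neutral control wells and 100% = median of positive control wells; inhibitors cause a drop in the FAM fluorescence signal; in these data hits start at about 50%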
S100A4 inh HTS – inhibitors of S100A4-myosin IIA peptide binding, primary screen, biochemical, fluorescence polarization, TAMRA-MyoIIA peptide | Protein S100-A4 (Homo sapiens), P26447 | inhibition, % at 10.7 µM | 360,000 compounds, 0.14% hits;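 active means mean inhibition of at least 70% across replicates, with every replicate also reaching that level; inconclusive means mean inhibition reaches 70% but some replicates fall short; inactive means mean inhibition below 70%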
Target sequence (P26447 whole entry, looked up): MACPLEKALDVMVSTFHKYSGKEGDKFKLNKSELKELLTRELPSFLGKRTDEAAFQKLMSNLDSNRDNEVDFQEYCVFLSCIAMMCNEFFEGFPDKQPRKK
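Test system – S100A4 monomer (human) · Compound – single-point compound testing · Schedule – 5 min incubation before reading · Probe or stimulus – TAMRA-labelled myosin IIA heavy-chain peptide probe, 5 nM · Benchmarks – neutral control DMSO, positive control TFP · Medium – Calcium-containing HEPES buffer, pH 7.2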
E-sel inducer – E-selectin induction in HUVECs, primary screen, imaging, HUVEC, immunofluorescence imaging, single point; 260,000 compounds, 0.37% hits; P16581; normalized: neutral wells 0, TNF-alpha wells 100; activation, % at 7.58 µM;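 active means mean E-selectin-positive cell signal at least 10% of the positive control, reached in at least 60% of replicates, without over 20% cell loss; inconclusive means no rule given, readout overlaps actives, possibly toxicity-flagged; inactive means the rest, including those meeting only one limit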;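 further: in these data hits start at about 27%; measured in HUVEC primary endothelial cells; signal is the percent of cells scored E-selectin positive by PE staining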
Target sequence (P16581 whole entry, looked up): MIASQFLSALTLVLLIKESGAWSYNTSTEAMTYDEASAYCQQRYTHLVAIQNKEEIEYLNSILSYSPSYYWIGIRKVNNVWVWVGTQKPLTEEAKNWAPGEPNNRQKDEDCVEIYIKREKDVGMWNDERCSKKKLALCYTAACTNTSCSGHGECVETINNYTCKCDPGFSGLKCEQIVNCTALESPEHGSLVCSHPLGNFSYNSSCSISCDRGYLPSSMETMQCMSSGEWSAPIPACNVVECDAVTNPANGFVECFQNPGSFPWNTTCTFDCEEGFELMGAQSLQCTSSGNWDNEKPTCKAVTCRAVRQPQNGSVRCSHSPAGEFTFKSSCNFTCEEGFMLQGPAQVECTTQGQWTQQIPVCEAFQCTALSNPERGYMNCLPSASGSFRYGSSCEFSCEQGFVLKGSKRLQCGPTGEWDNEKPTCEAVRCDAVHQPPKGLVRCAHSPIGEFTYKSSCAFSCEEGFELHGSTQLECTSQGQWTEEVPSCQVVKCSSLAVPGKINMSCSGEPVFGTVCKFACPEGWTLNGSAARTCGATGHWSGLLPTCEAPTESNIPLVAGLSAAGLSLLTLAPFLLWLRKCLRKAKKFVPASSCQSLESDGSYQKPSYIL
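material = human umbilical vein endothelial cells (HUVEC), E-selectin induction | quantity = 3,000 cells/well | medium = EGM-2 growth medium on 0.1% gelatin-coated wells | technique = immunofluorescence imaging | read-out basis = % PE-positive cells | control set = TNF-alpha positive control, DMSO neutral control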
XiGFP reactiv – activators of inactive X chromosome reactivation, primary screen, imaging, XiGFP fibroblasts, GFP high-content imaging, set 2 | activation, % at 7.58 µM | XiGFP mouse fibroblasts, % GFP-positive cells imaging, 3 d; cells co-treated with 5-aza-dC sensitizer; scaled so ellipticine positive control = 100% | AID 743238, 2013 | 360,000 compounds, 0.055% hits;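 active means mean normalized replicate activation at least 10% and every replicate at or above 10%; inconclusive means only one of the two criteria met; inactive means mean below 10% and not all replicates reach 10%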;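 further: 0% = median of on-plate neutral control wells and 100% = ellipticine 6 µM median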
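Material: XiGFP fibroblasts, SV40-immortalized. Buffer or medium: DMEM plus 5-aza-dC sensitizer. Compound: single concentration per compound, delivered by pin transfer. Times: 3 days compound exposure. Controls: ellipticine 6 µM.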
FN deposit inh – inhibitors of fibronectin matrix deposition, primary screen, AH1F cells, Alexa488-fibronectin fluorescence, plate reader; AH1F fibroblasts, overnight; inhibition, % at 12.6 µM; 350,000 compounds, 0.086% hits;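 active means mean inhibition across replicates of 30% or more, regardless of how many single replicates reach that level; inconclusive means mean under 30% yet at least half of replicates reach 30%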;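 further: positive control wells lacked labelled fibronectin entirely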
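Material: AH1F fibroblasts assembling fluorescent fibronectin matrix; amount: 10000 AH1F cells/well; medium: DMEM, 2% serum; reagent: Alexa488-fibronectin, 24 nM final in well; dosing: single compound dose, delivered by pin transfer; incubation: 1 h adhesion, overnight exposure; detection: fluorescence after three HBSS washes, excitation 485 nm, emission 525 nm; measure: fibronectin deposition inhibition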
RAD52 inh – RAD52 DNA annealing inhibitors, primary screen, biochemical, FRET, single point, set 2; DNA repair protein RAD52 homolog (Homo sapiens), P43351; recombinant RAD52 DNA annealing, FRET fluorescence; inhibition, % at 18.7 µM; 360,000 compounds, 0.46% hits; AID 651710, 2012;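 active means every replicate showing at least 50% inhibition; inconclusive means mean inhibition at least 50% but not in every replicate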
esBAF inh – Bmi1 luciferase reporter increase in mESCs, primary screen, esBAF inhibitor project, mouse ES cells, Bmi1 luciferase knock-in, single point | 350,000 compounds, 2% hits | 24 h; 100% = twice the neutral-well signal | reporter increase, % at 12.5 µM; in the data active means activation above about 40%; inconclusive means no clear call, values can overlap the other calls;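 further: 0% = median of the plate's neutral control wells and 100% = double that signal; a rise in the Bmi1 reporter signal indicates esBAF inhibition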
EWS-Fli block – EWS/Fli-driven NR0B1 reporter inhibitors, primary screen, A673 cells, NR0B1 luciferase, luminescence, MLPCN library | viability-normalised | inhibition, % at 12.6 µM | 350,000 compounds, 0.67% hits | AID 651661, 2012;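 active means mean inhibition of at least 50% after viability correction, with every replicate also passing that limit; inconclusive means mean reaches 50% but only one of two replicates passes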;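 further: firefly luciferase signal divided by Alamar Blue viability fluorescence both relative to DMSO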
* marks the source's active call; other numbers are inactive results; ? = inconclusive; . = no result given. Compounds were not picked by outcome (roughly 3% active in at least one column).

SMILES | RAD54 branch | S100A4 inh HTS | E-sel inducer | XiGFP reactiv | FN deposit inh | RAD52 inh | esBAF inh | EWS-Fli block
Cc1ccc(S(=O)(=O)Nc2ccc3c(c2)C(=O)N([C@H](C)CO)C[C@H](C)[C@@H](CN(C)C(=O)CCCN(C)C)OCCCC[C@@H](C)O3)cc1 | 22.6 | -2.2 | . | 0.0 | -5.6 | 7.2 | -1.1 | -6.0
O=c1cc2ncc(-c3[nH]ncc3[N+](=O)[O-])cn2[nH]1 | -0.2 | 4.6 | 5.1 | 4.5 | -3.3 | -2.9 | -5.7 | 1.2
CCc1nn(CC(=O)NCCCN2CCOCC2)c(=O)c2cc3cc(F)ccc3n12 | 3.5 | -2.9 | . | 0.1 | 2.6 | 0.8 | -10.5 | .
CCCNc1nc(-c2cc(-c3ccc(Cl)cc3)on2)cc(C(C)C)n1 | 1.0 | -5.1 | 0.0 | 0.0 | 6.0 | -2.5 | 2.1 | -0.8
O=C(Nc1ccccc1)C1=C[C@@H](c2ccc3c(c2)Cc2ccccc2-3)C[C@@H](OCc2ccc(CO)cc2)O1 | -8.4 | -0.2 | . | . | . | -63.3 | . | -33.1
C[C@H]1CN([C@@H](C)CO)C(=O)Cc2cc(NC(=O)C3CCCCC3)ccc2O[C@H]1CN(C)C(=O)NC1CCCCC1 | -29.3 | 4.5 | 307.0* | 0.0 | . | 7.7 | 0.4 | 1.8
CCOc1ccccc1/C=N/n1c(C2CCCCC2)n[nH]c1=S | 1.6 | -2.5 | 0.1 | 0.0 | -2.0 | -12.4 | 7.7 | 4.9
CC(=O)Nc1cccc(NC(=O)Cc2ccc3ccccc3c2)c1 | 9.3 | -10.0 | . | 0.0 | 5.8 | -4.3 | -0.6 | -24.8
COc1ccc(NS(=O)(=O)c2cccc(C(=O)Nc3ccccc3C(=O)O)c2)cc1 | 0.8 | -28.9 | -0.1 | 0.2 | -7.1 | -17.4 | -8.6 | 10.3
Cc1cc(C)c(S(=O)(=O)NCC(c2cccnc2)N2CCN(Cc3ccccc3)CC2)c(C)c1 (stereo not given) | 4.3 | -0.8 | . | 0.0 | 4.2 | 0.5 | -12.9 | .
CCCN(CCC)CCCNC(=O)c1cn(CC)c2ccc(S(=O)(=O)N3CCc4ccccc4C3)cc2c1=O | 3.5 | -2.0 | . | 0.1 | . | 4.8 | -4.0 | 17.3
C[C@H]1CN([C@@H](C)CO)C(=O)c2cc(C3=CCCCC3)cnc2O[C@@H]1CN(C)C(=O)Nc1ccccc1 | -6.7 | -0.1 | -0.1 | -0.1 | 0.1 | 3.4 | -0.8 | 1.5
CCOc1ccc(N2CC(C(=O)NCCc3ccc(S(N)(=O)=O)cc3)CC2=O)cc1 (stereo not given) | 4.3 | -0.8 | 0.0 | 0.5 | 3.6 | -6.9 | -5.8 | -3.0
Cc1ccccc1C(N)c1ccncc1 (stereo not given) | 4.0 | -1.2 | . | 0.0 | -2.0 | 5.7 | -6.6 | 0.2
COc1ccc(S(=O)(=O)NCC(c2cccnc2)N2CCN(Cc3ccccc3)CC2)cc1 (stereo not given) | -9.2 | 5.9 | 0.1 | 0.0 | -0.4 | -40.1 | 1.7 | 7.0
C/C=C/c1ccc([C@@H]2[C@@H](C#N)N(c3nc(CC)cs3)[C@H]2CO)cc1 | -0.3 | -1.2 | 0.0 | 0.1 | 6.7 | -19.9 | 2.6 | 12.6
O=C1c2ccccc2C(=O)N1Cc1ccccn1 | . | 6.7 | . | 0.0 | -1.0 | -4.5 | . | -5.5
COc1ccc(C#Cc2ccc([C@H]3[C@H](CO)N4CCCCN(Cc5ccncc5)C[C@@H]34)cc2)cc1 | 2.3 | 7.1 | -0.4 | 0.4 | . | -31.9 | 0.5 | 3.3
COC(OC)C1Nc2ccccc2C(=O)N1c1ccc(F)cc1 (stereo not given) | 13.3 | -0.1 | . | 0.0 | 2.6 | -14.2 | -0.1 | -0.4
CS(=O)(=O)c1ccc(C(=O)OCc2nnc(-c3ccccc3)o2)cc1[N+](=O)[O-] | . | 19.9 | -0.2 | 0.0 | 0.9 | -9.4 | . | 34.8
C[C@@H]1CN([C@@H](C)CO)C(=O)c2cc(NC(=O)Nc3ccccc3)ccc2O[C@H]1CN(C)Cc1ccc(-c2ccccc2)cc1 | -1.0 | 11.3 | -0.1 | 0.0 | . | -33.9 | 0.5 | 11.1
CC(=O)c1ccccc1C(=O)N1CCCC(CNC(=O)c2ccccc2Cl)C1 (stereo not given) | 0.7 | 8.5 | 1.0 | 0.1 | 2.7 | -12.4 | ? | -10.2
O=c1[nH]ccc2c(O)cccc12 | 0.2 | 6.4 | 0.1 | -0.1 | 2.3 | 3.6 | -1.0 | -0.9
CCCn1ncc(CN2CCC(n3nccc3NC(=O)c3ccccc3OC)CC2)c1C | 11.8 | -2.4 | . | 0.1 | -4.3 | -14.5 | . | 17.0
O=C(C[C@H]1C=C[C@H](NC(=O)Nc2ccc(F)cc2)[C@H](CO)O1)NCc1ccccn1 | -10.8 | 3.5 | -0.4 | -0.4 | 6.4 | -9.7 | 0.2 | 1.4
O=C(COC(=O)/C=C/c1cccc(Cl)c1)Nc1c(F)cccc1F | 1.5 | -0.5 | . | 0.0 | . | 4.8 | -1.8 | -8.5
Cc1ccc(NC(=O)CN(C)C(=O)Cn2ncc(Cl)c(Cl)c2=O)cc1 | 2.3 | -13.2 | 2.4 | 2.2 | 36.3* | -10.7 | . | .
CC(NC(=O)COC(=O)C1CC1C)c1cccc(Cl)c1 (stereo not given) | -1.4 | 1.6 | . | -0.1 | 15.3 | -4.6 | 5.3 | 1.2
Nc1nc(SCC(=O)NCC2CCCO2)[nH]c(=O)c1NC(=O)c1ccc(F)c(F)c1 (stereo not given) | -8.1 | -15.6 | 0.3 | 0.3 | -1.1 | -26.2 | -4.5 | -2.9
Cc1cc(CN2CCCC(N3CCc4ccccc4C3)C2)cc(C)c1O (stereo not given) | 6.7 | -1.1 | . | 0.0 | 1.1 | -8.2 | -3.3 | 23.2
C[C@@H]1CN([C@@H](C)CO)C(=O)c2cccc(NS(=O)(=O)c3ccc(F)cc3)c2O[C@@H]1CN(C)CC1CCCCC1 | 9.2 | -17.7 | -0.1 | 0.2 | . | -2.5 | 1.1 | -0.4
COc1cc(OC)cc(C(=O)N2CCN(C(=O)Cc3ccccc3)CC2)c1 | -8.5 | 17.6 | . | 0.1 | -8.0 | 6.9 | -3.7 | 8.1
CCCc1ccc(OCC(O)CN2CCN(CCO)CC2)cc1 (stereo not given) | -10.3 | -1.1 | . | 0.0 | 4.4 | -7.0 | -3.2 | -3.3
CNS(=O)(=O)c1ccc2c(c1)C(=O)c1cc(S(=O)(=O)NC)ccc1CC2 | 4.8 | 10.4 | 0.6 | 0.8 | 1.0 | -15.5 | -6.7 | -1.3
C[C@@H]1CN([C@H](C)CO)C(=O)c2cc(-c3ccncc3)cnc2O[C@@H]1CN(C)C(=O)C1CC1 | . | . | -0.1 | -1.0 | 1.6 | . | 6.4 | 4.9
Cc1ccc(C2Nc3cccc4cccc(c34)N2)s1 | 4.8 | . | . | -0.1 | 2.3 | . | 5.5 | .
COC(=O)C[C@H]1CC[C@@H]2[C@H](COc3ccc(NC(=O)C4CCOCC4)cc3C(=O)N2C)O1 | -4.2 | 1.2 | 0.1 | 0.0 | 4.2 | -4.7 | 4.9 | 2.6
O=c1[nH][nH]cc1C=Nc1ccc(Oc2ccccc2)cc1 | . | 1.3 | . | 0.0 | 6.8 | -13.2 | . | 2.4
C/C(=N\NC(=O)c1ccccc1)c1ccccc1Br | . | 2.7 | 0.1 | 0.2 | 9.9 | -13.3 | . | -13.5
O=C(NCc1ccc(Cl)cc1)c1cc2ccccc2oc1=O | -0.9 | -1.2 | . | 0.0 | -0.6 | -14.9 | 17.7 | -8.7
COc1cc(NC(=O)C2CC(c3c(F)cccc3Cl)=NO2)cc(OC)c1OC (stereo not given) | 0.9 | 10.9 | . | 0.1 | 6.5 | -16.6 | 5.5 | 5.7
CCCCCCNC(=O)OC12CN(C(=O)OC(C)C)N(C(=O)OC(C)C)CC1(O)CN(S(=O)(=O)c1ccc(C)cc1)C2 (stereo not given) | 13.1 | 1.3 | 0.1 | 1.0 | 9.2 | -7.4 | -3.5 | 7.0
Cc1cc(C)n2nc(C(=O)N/N=C/c3c4ccccc4cc4ccccc34)nc2n1 | . | -1.5 | . | -0.1 | -4.2 | -25.8 | . | -26.9
Cn1cc(S(=O)(=O)c2ccccc2)c(=O)c2cc(F)c(N3CCOCC3)cc21 | -1.2 | 4.4 | 0.0 | 0.0 | 4.5 | -7.3 | -0.8 | .
Cc1ccc(NCC(=O)Nc2c(C)n(C)n(-c3ccccc3)c2=O)cc1S(=O)(=O)N(C)C | 6.2 | -5.2 | 0.8 | -0.2 | 6.3 | -24.2 | 3.0 | -1.7
Cc1ccc(CN(C)CC(=O)Nc2ccccc2C(=O)NC2CC2)o1 | 2.6 | 1.3 | -1.5 | 0.3 | 4.8 | -21.7 | 6.9 | -1.8
COc1ccc(O)c(C(=O)c2cc(C(=O)NCCc3ccccc3)c(=O)n(CCc3ccccc3)c2)c1 | -16.4 | . | . | 0.5 | 2.5 | . | 13.9 | .
O=C(CN1C(=O)S/C(=C/c2ccncc2)C1=O)N1CCOCC1 | -2.9 | -4.0 | . | 0.0 | 0.8 | -20.6 | . | 7.8
CCOc1ccc(NC(=O)CN(c2ccc(OC)cc2)S(=O)(=O)c2cccs2)cc1 | 8.0 | -12.8 | . | -0.2 | -9.0 | -5.8 | -3.0 | 2.6
CCCCC(=O)Nc1ccc(NC(=O)C(C)C)cn1 | -5.9 | . | -0.1 | . | 2.6 | . | 21.0 | .
CC(=O)[C@H]1CC[C@H]2[C@@H]3CCC4=CC(=O)CC[C@]4(C)[C@H]3[C@H](O)C[C@]12C | 10.1 | -8.2 | 0.0 | -0.1 | -9.1 | -6.4 | -5.2 | -2.3
Cc1ccc(Cn2c(C(CO)Nc3nc(-c4ccc(F)cc4)cs3)nc3ccccc32)cc1 (stereo not given) | 7.1 | . | 1.1 | 0.0 | -3.4 | . | 2.4 | 4.0
